High-throughput results: PubChem, National Center for Advancing Translational Sciences (NCATS)
EPAC2 antagonist: qHTS for Antagonist of cAMP-regulated guanine nucleotide exchange factor 2 (EPAC2): primary screen | Rap guanine nucleotide exchange factor 4 (Homo sapiens), Q8WZA2 | EPAC2 GEF exchange of Rap1B-BODIPY-GDP, fluorescence | Potency, µM (top dose mostly 114 µM), for inactives: at the highest dose activity, negative = inhibition, usual class: inhibitors | actives 0.18% (n = 360,000) | AID 720708, 2013; further: potency means the concentration at half of the fitted maximal effect; on the % scale 0 is the no-effect control and ±100 the full control effect; nearly all actives have a fitted effect of over 45% in size; many of its hits are not listed in these tables
D3 antag: qHTS of D3 Dopamine Receptor Antagonist: qHTS; D3R cells, DiscoveRx beta-arrestin luminescence, antagonist mode; active compounds read low; actives 2.5% (n = 360,000); max response, negative = inhibition, %; D(3) dopamine receptor (Homo sapiens), P35462; in the data active means max response below about -50%; inconclusive means no clear call, values can overlap the other calls; further: on the % scale 0 is the no-effect control and ±100 the full control effect; mostly tested at two doses, the higher about 12 µM
Target sequence (P35462 whole entry, looked up): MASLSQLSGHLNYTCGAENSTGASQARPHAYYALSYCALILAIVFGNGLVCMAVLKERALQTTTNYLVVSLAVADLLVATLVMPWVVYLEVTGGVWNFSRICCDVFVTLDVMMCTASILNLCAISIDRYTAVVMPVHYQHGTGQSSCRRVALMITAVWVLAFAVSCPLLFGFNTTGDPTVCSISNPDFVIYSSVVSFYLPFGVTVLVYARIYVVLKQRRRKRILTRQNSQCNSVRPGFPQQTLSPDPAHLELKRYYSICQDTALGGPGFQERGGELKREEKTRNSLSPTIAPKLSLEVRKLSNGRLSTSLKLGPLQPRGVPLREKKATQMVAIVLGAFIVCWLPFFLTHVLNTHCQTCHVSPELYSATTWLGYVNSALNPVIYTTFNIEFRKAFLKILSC
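Cells expressing the human receptor were seeded at 1500 cells/well, incubated overnight at 37 degrees C in 5% CO2, then exposed to library compounds with dopamine controls for 90 minutes at 37 degrees C before luminescent detection.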
EPAC2 agonist: qHTS for Agonist of cAMP-regulated guanine nucleotide exchange factor 4 (EPAC2): primary screen | actives 0.079% (n = 360,000) | EPAC2 activation, biochemical qHTS; response scale: 100% = 6.5 mM cAMP response | Rap guanine nucleotide exchange factor 4 (Homo sapiens), Q8WZA2 | Potency, µM (series often up to 154 µM), for the others: at the top dose activation, actives largely listed as activators; further: potency means the concentration at half of the fitted maximal effect; nearly all actives have a fitted effect of over 50% in size
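In this primary screen, activation is scored as increased exchange of BODIPY-GDP from Rap1B by 100 nM EPAC2, with 50 uM GDP as competitor. Signal is normalized to the 6.5 mM cAMP agonist control.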
PTHR1 agonist: qHTS for PTHR1 Agonists: Primary Screen. HEK293 GP2 PTHR1 cells, GloSensor cAMP luminescence, 1 h. AID 743266, 2014. Parathyroid hormone/parathyroid hormone-related peptide receptor (Homo sapiens), Q03431. Potency, µM (doses to about 115 µM), inactives show at the highest dose activation, hits mostly activators. actives 0.075% (n = 410,000); further: potency means the concentration at half of the fitted maximal effect; nearly all actives have a fitted effect of over 55% in size; some results filed as inactive show a strong effect at the top dose; inactives centre near -15; many of its hits are not listed in these tables
Target sequence (Q03431 whole entry, looked up): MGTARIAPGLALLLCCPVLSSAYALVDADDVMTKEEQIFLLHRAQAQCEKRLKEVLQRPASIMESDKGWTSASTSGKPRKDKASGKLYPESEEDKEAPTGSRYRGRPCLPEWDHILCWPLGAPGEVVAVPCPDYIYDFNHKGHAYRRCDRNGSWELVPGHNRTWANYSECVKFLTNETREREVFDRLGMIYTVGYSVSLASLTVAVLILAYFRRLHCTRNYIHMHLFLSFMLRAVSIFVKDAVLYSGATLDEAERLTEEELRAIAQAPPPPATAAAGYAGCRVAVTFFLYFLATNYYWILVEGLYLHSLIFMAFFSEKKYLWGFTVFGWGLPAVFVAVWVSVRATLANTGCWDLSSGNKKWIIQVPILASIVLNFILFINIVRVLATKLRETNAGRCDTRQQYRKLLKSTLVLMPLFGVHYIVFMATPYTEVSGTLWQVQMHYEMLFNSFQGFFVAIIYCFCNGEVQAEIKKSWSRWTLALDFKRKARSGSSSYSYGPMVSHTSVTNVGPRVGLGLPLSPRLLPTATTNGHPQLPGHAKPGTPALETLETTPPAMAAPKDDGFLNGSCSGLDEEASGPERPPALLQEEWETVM
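HEK-293-derived GP2 cells expressing PTHR1 and a GloSensor cAMP reporter, 3,000/well, plated overnight, given luciferin plus IBMX (each 0.5 mM as added) for 1 h at 37 °C, then compound for 1 h at 37 °C. Luminescence was read after 15 min at room temperature.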
D3 ag: qHTS of D3 Dopamine Receptor Agonist: qHTS; D3R DiscoveRx beta-arrestin cells, luminescence, 90 min; D(3) dopamine receptor (Homo sapiens), P35462; max activation, %; actives 0.58% (n = 410,000); in the data active means max activation above about 30%; further: 0% is about no effect; mostly tested at two doses, the higher about 12 µM
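Agonist-mode cell screen: cells plated at 1500/well and incubated overnight at 37 °C, then exposed to library compounds for 90 min at 37 °C. Detection reagent was added for 30–60 min at room temperature, and luminescence was read.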
MmCpn inh: Inhibitors of TCP-1 ring complex (TRiC) of Methanococcus maripaludis (MmCpn): qHTS; purified Mm-Cpn ATPase, ADP Transcreener TR-FRET; Potency, µM (top dose mostly 76.9 µM), without a hit: at the top dose activity, negative = inhibition, actives largely listed as inhibitors; actives 0.031% (n = 330,000); AID 504842, 2011; further: potency means the concentration at half of the fitted maximal effect; on the % scale 0 is the no-effect control and ±100 the full control effect; nearly all actives have a fitted effect of over 80% in size
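Inhibition of chaperonin ATP hydrolysis is measured as reduced ADP production, detected by competitive TR-FRET in which signal falls with ADP. Final enzyme 25 nM and ATP 10 uM, reacted 30 min at 37°C.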
CCT modulator: High-Throughput Screening for Modulators of Cytosolic Chaperonin Activity. activity change, % (test concentration not listed), hits read low. actives 0.3% (n = 360,000). AID 651819, 2012. purified chaperonin ATPase assay, HTRF ADP detection, 30 min; in the data active means activity change below about -30%; further: on the % scale 0 is the no-effect control and ±100 the full control effect
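TRiC (40 or 20 nM final, by batch activity) in 30 mM Tris pH 7.4, 100 mM KCl, 5 mM MgCl2, 1 mM DTT was treated with compound at 76 uM single dose, then 10 uM ATP, 30 min at 37 °C. ADP was read by HTRF Transcreener.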
pAkt inh: HTS Assay for Inhibitors of Akt Phophorylation: Primary Screen; Neuro2A IGF-stimulated pAkt S473 HTRF, 20 min; active compounds read low; activity change, % for hits at 50 µM; actives 0.32% (n = 360,000); AID 651550, 2012; in the data active means activity change below about -80%; inconclusive means mostly about -51% to -80%; further: on the % scale 0 is the no-effect control and ±100 the full control effect
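Single-point screen (50 µM final compound) in Neuro2A cells stimulated 20 min with 6 nM IGF at 37 deg C. After lysis, Ser473-phosphorylated Akt read by HTRF (ex 330 nm, em 615/665 nm) as the 665/615 ratio.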
An asterisk follows results filed as active; i = inactive; ? = inconclusive; / = not tested or not shown; & = joins results of further samples; [ ] = another dose, or the depositor's remark. Unless noted, the call rests on the fitted dose curve; in most records, active means well fitted curve in the direction sought with a large enough effect; inconclusive means small, poorly fitted or top-dose-only effect, or another doubt; inactive means no such curve, though single readings can be large; an effect the other way counts as inactive or inconclusive. The list is partial (hit frequency here may not be typical).

SMILES	D3 antag	CCT modulator	EPAC2 antagonist	EPAC2 agonist	MmCpn inh	pAkt inh	PTHR1 agonist	D3 ag
O=C(O)C1C2C=CC(O2)C1C(=O)Nc1cccc(C(F)(F)F)c1 (centres undefined)	3	0.9	3%	13%	-1%	i	-8%	1
Cc1onc(-c2c(F)cccc2Cl)c1C(=O)Nc1cc2cc([N+](=O)[O-])ccc2oc1=O	5	1.8	4%	3%	/	i	i	-3
O=C(O)CSc1cccnc1Sc1ccc(Cl)cc1	4	-9.6	-8%	4%	/	i	i	2
CCN(c1ccccc1C)S(=O)(=O)c1nnc(NC(=O)c2ccco2)s1	-19	1.0	-21%	-1%	-10%	i	-3%&-12%	-11&-18
C/C(=N\NC(=O)c1ccc2c(c1)OCO2)c1ccco1	4	1.3	8%	8%	-1%	i	-40%[inhibitor]	3
COc1ccc(S(=O)(=O)N(C)CC(=O)Nc2c(F)cccc2F)cc1	6	0.8	5%	-8%	6%	i	-24%[57.5 µM]	10
CC(C)NC(=O)c1ccc(COc2cccc3ccccc23)o1	-6	1.5	-16%	16%	/	i	-11%	-2
O=C(CC1S/C(=N/N=C/c2cccs2)NC1=O)Nc1ccccc1F (centres undefined)	-1	-3.0	1%	5%	-3%	i	i	2
COc1cccc(-c2ccc3c(c2)C2CC3CCN2C(C)=O)c1 (centres undefined)	29	-1.2	7%	4%	/	i	i	2
Cc1sc2c(c1C)c(=O)n(-c1ccccc1)c1nncn21	-17	-0.7	-6%	7%	0%	i	-6%[57.5 µM]	-5
CCC(=O)C1CCCN(C(=O)c2ccc(OC3CCN(C(=O)CCOC)CC3)cc2)C1 (centres undefined)	9	-0.2	15%	-5%	3%	i	i	6
CCS(=O)(=O)NCc1csc(C)n1	34	-0.9	13%	0%[15.6 µM]	-3%	/	-6%[57.5 µM]	-3

Given with two lines to a compound: entries from further up
Every second line gives: D3 antag	CCT modulator	EPAC2 antagonist	EPAC2 agonist	MmCpn inh	pAkt inh	PTHR1 agonist	D3 ag
- COc1cccc(-c2ccc3c(c2)C2CC3CCN2C(C)=O)c1 (centres undefined)
→ 29	-1.2	7%	4%	/	i	i	2
- Cc1sc2c(c1C)c(=O)n(-c1ccccc1)c1nncn21
→ -17	-0.7	-6%	7%	0%	i	-6%[57.5 µM]	-5

(more compounds)
SMILES	D3 antag	CCT modulator	EPAC2 antagonist	EPAC2 agonist	MmCpn inh	pAkt inh	PTHR1 agonist	D3 ag
Cc1cc(C(=O)Nc2cccc(S(=O)(=O)N3CCCCC3)c2)c2ccccc2n1	-5	-2.1	-3%	13%	0%	i	-29%	7
O=C(CCS(=O)(=O)c1ccc(Cl)cc1)Nc1ccc(F)cc1	8	1.4	2%	-3%	-5%	i	i	-4
C/C(=N\Nc1nc(-c2cc(C)ccc2C)cs1)c1cc2ccccc2oc1=O	-19	-3.8	-5%	7%	0%	i	i	-1
CC(=O)c1cccc(S(=O)(=O)N2CCC(C(=O)Oc3ccc(-c4nnco4)cc3)CC2)c1	2	-0.8	2%	5%	-3%	i	i	6
CCCCNC(=S)NCc1ccc2[nH]c(C)cc2c1	0	2.4	-6%	4%	1%	i	-26%	1
O=c1c2cc(N3CCOCC3)ccc2[nH]c(=S)n1CC1CCCO1 (centres undefined)	40	-1.0	-11%	-1%	-15%	i	-7%[57.5 µM]	15
Cc1ccccc1C(=O)NC1CC2CCCC(C1)N2Cc1ccccc1Cl (centres undefined)	?	-0.3	-4%	0%	/	i	-21%	-1
C/C(=N\O)C(C)NC(=O)c1ccccc1 (centres undefined)	-16	-4.9	3%	8%	1%	i	-16%	-7
Cc1ccc(C2CC(c3ccccc3)=NN2C(=O)CSc2nnc(-c3ccc(Cl)cc3)o2)o1 (centres undefined)	-11	-0.5	-1%	1%	/	i	i	-15
c1ccc2cc(C3CCCCC3)ncc2c1	4	0.1	-20%	12%	-1%	i	i	0
N/C(=N\OC(=O)CCCOc1ccccc1)c1ccncc1	1	-0.5	5%	11%	1%	i	i	8
Oc1c(I)cc(I)c2cccnc12	?	-0.7	-15%	0%	2%	i	-3%	-93&-30

Part of the list above, reformatted.
Below each SMILES – D3 antag, CCT modulator, EPAC2 antagonist, EPAC2 agonist, MmCpn inh, pAkt inh, PTHR1 agonist, D3 ag
- O=c1c2cc(N3CCOCC3)ccc2[nH]c(=S)n1CC1CCCO1 (centres undefined)
 : 40, -1.0, -11%, -1%, -15%, i, -7%[57.5 µM], 15
- Oc1c(I)cc(I)c2cccnc12
 : ?, -0.7, -15%, 0%, 2%, i, -3%, -93&-30

Other compounds:
SMILES	D3 antag	CCT modulator	EPAC2 antagonist	EPAC2 agonist	MmCpn inh	pAkt inh	PTHR1 agonist	D3 ag
Cc1ncoc1C(=O)NC1CC(C)(C)Cc2c1cnn2-c1ccc(F)cc1 (centres undefined)	-2	0.6	6%	-2%	0%	i	i	-2
Oc1ccc(-c2c(C3=CCCCC3)sc3ccccc23)cc1	35	0.4	-11%	2%	-2%	i	i	-2
C[C@H](CO)N1C[C@H](C)[C@@H](CN(C)C(=O)NC2CCCCC2)Oc2ccc(NC(=O)Cc3ccccc3)cc2C1=O	35	-1.1	1%	1%	1%	i	i	11
CC(C(=O)OCC(=O)Nc1ccc2c(c1)OCO2)N1C(=O)c2ccccc2C1=O (centres undefined)	40	-0.4	6%	6%	3%	i	-23%[57.5 µM]	11
CC(=O)Nc1nonc1NC(=O)c1ccc(C(C)(C)C)cc1	-17	-0.4	-2%	13%	0%	i	-1%[57.5 µM]	0
CCOc1ccc(-c2nnc3sc(COc4ccccc4)nn23)cc1	1	0.3	15%	-7%	1%	i	i	3
COc1ccc(-c2cc(C(=O)Nc3cc(Br)ccc3O)no2)cc1	-3	0.7	-6%	10%	-1%	i	-1%	13
C/C(=C\C(=O)O)CC(=O)O	-11	3.0	12%	-1%	1%	i	7%	0
COc1ccc(Cl)cc1C(=O)NNC(=O)c1[nH]c(C)c(C(C)=O)c1C	7	-2.9	6%	-3%	0%	i	i	-1
O=S1(=O)c2ccccc2C(CCO)N1Cc1ccccc1 (centres undefined)	-7	-1.1	-10%	5%	0%	i	-3%	-9
Cc1sc(NC(=O)Nc2ccccc2)c(C(N)=O)c1C	2	2.2	-2%	-7%	-2%	i	i	6
Cc1nc2nc(-c3cccs3)cn2nc1C	-16	-2.7	26%	11%	-7%	i	-7%[57.5 µM]	-2
COc1ccc(C(=O)N/N=C/c2ccc(OC(=O)c3cccc4ccccc34)c([N+](=O)[O-])c2)cc1	-5	1.6	6%	-4%	-3%	i	i	-4
C/C(=N\S(=O)(=O)c1ccc(C)cc1)N(C)C	-2	-0.6	1%	7%	2%	i	i	4
COc1ccccc1-c1oc2ccccc2c1C#CCCO	20	-2.9	?	7%	-5%	i	-45%[inhibitor]	4
Cc1nc(C)c(C(=O)Nc2ncc([N+](=O)[O-])s2)o1	-9	-0.8	-3%	2%	-4%	i	-33%	-1
CCOC(=O)C1C(=O)NC(N2CCN(Cc3ccccc3)CC2)=NC1c1ccccc1 (centres undefined)	-28	-4.6	7%	10%	0%	-87%*	i	-4
CC(=O)c1cccc(NC(=O)CSc2nc(=O)n(CCN3CCOCC3)c3c2CCCC3)c1	14	1.1	15%	1%	0%	i	i	-9
O=C(CCCOc1ccccc1)Nc1nncs1	-13	2.8	11%	-3%	0%	i	i	0
COc1ccc(C(=O)CCC(=O)Nc2cccc(Cl)c2)cc1	?	-0.2	-2%	20%	-1%	i	1%	-11
COc1ccccc1C(=O)Nc1ccc(C(=O)N2CCCCC2)cc1	5	0.4	-6%	0%	3%	i	0%	7
COc1cccc(CNC(=O)[C@@H]2CCCN2C(=O)[C@@H]2CCCN2C(=O)c2cccc3ccccc23)c1	-4	-1.6	4%	2%	/	i	i	0
O=C(O)C1C2C=CC(C3CC23)C1C(=O)O (centres undefined)	-6	1.1	7%	-3%	0%	i	5%	4
O=C(NCc1ccco1)c1ccccc1	7	-0.7	-2%	9%	-1%	i	i	8
O=C(NCCc1ccccc1C(F)(F)F)C1CCC(=O)N(CCCN2CCCC2=O)C1 (centres undefined)	2	-0.1	16%	2%	0%	i	i	4
COCCNC(=O)c1onc(CSc2ccc(F)c(F)c2)c1C(=O)NCCOC	0	-1.1	3%	-1%	/	i	-24%	30*
Cc1nn(Cc2ccccc2Cl)c(C)c1NC(=O)NC12CC3CC(CC(C3)C1)C2	12	0.5	-3%	-22%	2%	i	-27%	6
O=C(Nc1cc(C(F)(F)F)ccc1-n1cncn1)c1cn2ccccc2n1	5	-1.7	0%	-4%	-1%	i	-95%	3
CC1(C)OC2OC3C(CN)OC(c4ccccc4)OC3C2O1 (centres undefined)	-4	1.1	-3%	-1%	/	i	-2%	-4
COc1ccc(OCC(=O)N/N=C(\C)CC(=O)Nc2cccc([N+](=O)[O-])c2)cc1	12	-0.7	-2%	3%	2%	i	i	-4
COc1ccc(-c2nnc(SCC3CCCO3)n2C)cc1 (centres undefined)	12	-4.2	-4%	0%	0%	i	i	-3
Cc1ccc(S(=O)(=O)N2CCN(C(=O)COC(=O)/C=C/c3ccc(Cl)cc3)CC2)c(C)c1	-19	0.9	-2%	-5%	/	i	-22%	4
O=C(OCC(=O)N1CCCCCC1)c1ccc(Cl)nc1	-8	-1.6	4%	4%	0%	i	-4%	-5
CCN(CC)S(=O)(=O)c1ccc(/C=C/C(=O)OCC(=O)NCc2ccc3c(c2)OCO3)cc1	-6	-4.4	8%	2%	1%	i	-16%	-9
Cc1ccc(-c2cc(C(=O)NCCCn3ccnc3)no2)cc1	-5	-11	-1%[57.1 µM]	8%	1%	i	i	-3
C=CCN(C(=O)c1csnn1)C(C(=O)NCc1ccccc1)c1c(F)cccc1Cl (centres undefined)	2	-0.9	-7%	6%	-2%	i	i	3
